Screens: PubChem BioAssay, several laboratories
Tn6 DDE FP = inhibitors of Tn6 peptide binding to fibrin DD(E), primary screen, biochemical, fluorescence polarization, human fibrin, Tn6 probe; AID 720509, 2013; Fibrin DD(E) TRITC-Tn6 fluorescence polarization displacement; Fibrinogen beta chain (Homo sapiens), P02675; hit rate 0.21% among 370,000; inhibition, % at 8.3 µM;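 active means inhibition above a per-campaign cutoff: mean of compounds within control limits plus 3 SD, cut at about 15% in these data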;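 further: 0% = median of all compound wells on the plate and 100% = blocking peptide control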
proKLK7 act = proKLK7 zymogen activators, primary screen, biochemical, fluorescence intensity; hit rate 0.9% among 370,000; purified proKLK7, EDANS-DABCYL substrate fluorescence; 100% is mature enzyme control, 0% vehicle; AID 652039, 2013; activation, % at 7 µM; Kallikrein-7 (Homo sapiens), P49862;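 active means activation above the mean of all tested compounds plus 3 SD, computed per campaign excluding outliers beyond control limits, cut at about 13% in these data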
ARFGAP1 inhibitor = inhibitors of rat ARFGAP1 GAP activity, primary screen, biochemical, fluorescence polarization, GDP tracer | hit rate 0.26% among 360,000 | inhibition, % at 16.5 µM | Arfgap1-stimulated ARF1 GTP hydrolysis, GDP FP detection | AID 651572, 2012 | ADP-ribosylation factor GTPase-activating protein 1 (Rattus norvegicus), Q62848;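 active means inhibition above a per-plate limit, mean inhibition of low control wells plus 3 SD, cut at about 25% in these data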;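 further: 0% = DMSO wells with enzyme and 100% = wells lacking Arfgap1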
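system = rat Arfgap1 catalytic domain, aa 1-136 | technique = FP, GDP Alexa 633 tracer displaced from anti-GDP antibody, 620/688 nm | compound = one concentration, 16.5 µM, DMSO 1.26% | medium = HEPES-based buffer, pH 7.5 | timing = compound-enzyme preincubation 20 min, reaction 120 min, detection 60 min, 25 °C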
GC-A act = GC-A stimulated cGMP production enhancers – HEK293 GC-A cells, cGMP TR-FRET, EC30 ANP, primary screen; 0% at EC30 ANP, 100% saturating ANP; Atrial natriuretic peptide receptor 1 (Homo sapiens), P16066; hit rate 0.14% among 370,000; activation, % at 10 µM; in the data active means activation above about 40%
GC-B act = human GC-B receptor activators, primary screen, HEK293 GC-B cells, cGMP TR-FRET, EC30 CNP | 0% at EC30 CNP, 100% saturating CNP | activation, % at 10 µM | hit rate 0.11% among 370,000;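 active means activation at 10 µM reaching about 35% in either raw or pattern-adjusted values, limit read from the data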
Target sequence (P20594 whole entry, looked up): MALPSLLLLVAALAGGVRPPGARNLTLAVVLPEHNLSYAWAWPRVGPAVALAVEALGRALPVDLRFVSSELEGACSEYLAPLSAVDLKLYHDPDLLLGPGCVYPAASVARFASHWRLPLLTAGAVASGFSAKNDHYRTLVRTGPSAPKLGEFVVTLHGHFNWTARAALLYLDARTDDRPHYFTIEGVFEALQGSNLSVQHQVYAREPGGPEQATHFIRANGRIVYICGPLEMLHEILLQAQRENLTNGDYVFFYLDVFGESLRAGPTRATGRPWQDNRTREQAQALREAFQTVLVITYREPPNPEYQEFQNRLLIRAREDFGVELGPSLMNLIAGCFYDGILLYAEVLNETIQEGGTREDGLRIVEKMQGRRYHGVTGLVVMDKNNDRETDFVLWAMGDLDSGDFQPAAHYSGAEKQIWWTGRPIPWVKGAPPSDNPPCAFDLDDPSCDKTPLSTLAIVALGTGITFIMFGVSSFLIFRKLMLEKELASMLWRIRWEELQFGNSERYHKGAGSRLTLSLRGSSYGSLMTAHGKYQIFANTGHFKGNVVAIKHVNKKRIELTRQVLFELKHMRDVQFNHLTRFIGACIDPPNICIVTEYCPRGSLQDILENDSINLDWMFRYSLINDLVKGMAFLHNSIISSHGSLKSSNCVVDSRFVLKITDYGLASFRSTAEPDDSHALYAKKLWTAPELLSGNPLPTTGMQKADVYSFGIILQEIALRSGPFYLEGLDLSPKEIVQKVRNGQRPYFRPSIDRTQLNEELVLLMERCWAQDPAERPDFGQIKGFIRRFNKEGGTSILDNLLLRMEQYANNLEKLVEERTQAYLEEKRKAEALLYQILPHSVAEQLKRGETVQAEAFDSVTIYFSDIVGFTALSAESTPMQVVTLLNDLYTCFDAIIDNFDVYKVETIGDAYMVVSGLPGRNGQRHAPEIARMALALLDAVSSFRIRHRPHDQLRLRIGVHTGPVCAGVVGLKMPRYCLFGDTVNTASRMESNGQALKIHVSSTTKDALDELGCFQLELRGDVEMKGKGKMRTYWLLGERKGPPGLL
ASAP1 inh = inhibitors of human ASAP1 ArfGAP activity, primary screen, biochemical, fluorescence polarization. hit rate 0.19% among 360,000. ASAP1-stimulated ARF1 GTP hydrolysis, GDP FP detection. inhibition, % at 16.5 µM. Arf-GAP with SH3 domain, ANK repeat and PH domain-containing protein 1 (Homo sapiens), …; in the data active means inhibition above about 25%;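 further: 0% = vehicle with enzyme and substrate and 100% = no enzyme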
sPLA2-III inh = human group III sPLA2 inhibitors, primary screen, biochemical, QFRET, BODIPY PC-A2 liposome substrate; Group 3 secretory phospholipase A2 (Homo sapiens), Q9NZ20; QFRET BODIPY PC-A2 liposome hydrolysis, fluorescence; inhibition, % at 12.2 µM; hit rate 0.56% among 370,000;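 active means inhibition above mean plus 3 SD of compounds lying within the high and low control bounds, cut at about 19% in these data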;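 further: 0% = median of test compound wells and 100% = no enzyme DMSO wells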
ADAM10 inh = human ADAM10 inhibitors, primary screen, biochemical, QFRET, HTS | Disintegrin and metalloproteinase domain-containing protein 10 (Homo sapiens), O14672 | recombinant ADAM10, EDANS/DABCYL FRET peptide cleavage, 3 h | inhibition, % at 7 µM | hit rate 0.62% among 370,000;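 active means inhibition above a per-campaign cutoff equal to the mean of compounds falling between control-based bounds plus 3 SD, cut at about 20% in these data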;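 further: 0% = DMSO wells while the 100% control is not disclosed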
rCAG binder = binders of r(CAG) RNA repeats, primary screen, biochemical, fluorescence; r(CAG) RNA repeat, TO-PRO-1 dye displacement fluorescence; inhibition, % at 3 µM; hit rate 1.3% among 370,000; AID 651821, 2012;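 active means inhibition above the plate cutoff, the mean of all test compounds on that plate plus 3 SD, cut at about 35% in these data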;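 further: 0% = DMSO alone and 100% = 100 µM mitoxantrone as full dye displacement; higher means more dye released from RNA so lower well fluorescence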
GAA850 FXN act = FXN promoter activators, primary screen, cell-based, luciferase luminescence, HEK293 lucGAA850; HEK293 lucGAA850 FXN promoter luciferase reporter, 24 h; percent of 10 µM SAHA response; activation, % at 6 µM; AID 540364, 2011; hit rate 0.56% among 360,000;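 active means activation above the average of all compounds screened plus 3 SD, cutoff fixed separately per campaign, cut at about 7.5% in these data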;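 further: 0% = DMSO wells and 100% = 10 µM SAHA wells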
* = called active by the depositor; nt = no result given. No enrichment for hits. Share with any hit: about 4.5%.

SMILES	Tn6 DDE FP	proKLK7 act	ARFGAP1 inhibitor	GC-A act	GC-B act	ASAP1 inh	sPLA2-III inh	ADAM10 inh	rCAG binder	GAA850 FXN act
O=C(Nc1cccc(F)c1)C1CCCN(S(=O)(=O)c2cccc3cccnc23)C1 (stereo not drawn)	-2	0.4	1	-6	8	8	-11	1	3	-0.9
N#C/C(=C\c1ccccc1)c1ccccn1	-5	-0.3	-4	-2	-1	-3	-2	-5	0	4.3
COCCCNC(=O)c1cccc2c(=O)c(C)c(-c3ccccc3)oc12	3	-0.2	7	2	1	15	9	7	-1	4.3
COc1cccc(C(=O)Nc2nc3ccc(S(C)(=O)=O)cc3s2)c1	-1	-1.2	0	-3	-3	8	-7	-1	8	4.9
O=C1CCC(C(=O)N2CCSCC2)CN1Cc1ccc(Cl)cc1 (stereo not drawn)	-1	0.5	2	1	-4	1	2	-7	-2	0.9
CN(C)CCN(C)C1CN(Cc2ccc([N+](=O)[O-])cc2)S(=O)(=O)C1 (stereo not drawn)	6	-0.2	9	1	2	9	-1	5	5	1.4
Cc1ncc(CO)c(CO)c1O	4	0.6	5	3	0	1	6	-48	2	-1.5
COc1cc(Cl)c(C)cc1NC(=O)COC(=O)C1=COCCO1	1	0.5	1	-1	-1	8	8	-7	-5	-2.0
Cc1ccccc1C(=O)NC(=S)N(Cc1ccccc1)c1ccccn1	-6	0.1	3	0	2	6	5	-17	1	0.5
CCCOc1ccc(/C=C2\SC(N)=NC2=O)cc1OC	6	18*	-4	0	6	5	-1	-3	13	3.8
CN(C)C(=O)CN1CCN(C(=O)CCl)CC1	5	0.0	-6	-4	4	-6	4	-3	-1	0.2
CCC/C(O)=C1\C(=O)CCCC1=NCCc1ccc(OCC)c(OCC)c1	3	0.5	4	-2	-5	-7	-2	2	-10	0.7
Cc1ccc(OCc2nnc(SCC(=O)Nc3ccc(OCc4ccccc4)cc3)n2-c2ccc(Cl)cc2)cc1	1	0.2	nt	0	-1	nt	7	-3	8	nt
O=C(O)CC/C(=N\NC(=O)CNC(=O)/C=C/c1ccccc1)c1ccccc1	-5	0.0	4	5	2	-8	-2	7	3	2.8
CC(C)=NOc1nc(N2CCOCC2)nc(N2CCOCC2)n1	-1	-0.2	19	-5	1	3	-2	-5	-4	0.6
CCOC(=O)Cc1csc(NC(=O)c2ccc(Cl)nc2)n1	-2	-1.3	-2	0	-2	-4	-5	-4	6	-2.7
CCc1c(C)nc2cc(-c3ccc(OC)c(OC)c3)nn2c1NCC1CC1	-6	-0.4	-1	5	-2	20	-6	-15	2	4.3
COC(=O)C(NC(=O)c1ccco1)(Nc1ccc(Br)cn1)C(F)(F)F (stereo not drawn)	-6	-0.1	-1	-14	-11	2	4	6	2	0.7
O=C(OCC1OC(n2cc(Br)c(=O)[nH]c2=O)C(Br)C1O)c1ccccc1 (stereo not drawn)	1	-0.4	-2	-5	8	6	0	0	1	0.7
CCOC(=O)Cn1cnc2sc3c(c2c1=O)CCC3	5	-0.9	-2	3	-2	0	5	-11	5	-2.6
CC(=O)c1cccc(N2C(=O)C3C(C(=O)Nc4cc(C)on4)C4(C)C=CC3(O4)C2C(=O)NC(C)(C)C)c1 (stereo not drawn)	-4	0.5	3	3	3	6	-1	7	-1	-0.3
O=c1oc2c3c4c(cc2s1)CCCN4CCC3	2	-0.9	-6	-1	0	3	3	-2	2	0.5
CCCn1nnc(NC(=O)c2ccc3c(c2)OCO3)n1	-5	0.1	11	-1	3	7	0	6	-5	2.5
CCOc1ccccc1NC(=O)COC(=O)CN(C)S(=O)(=O)c1ccc(C)cc1	6	-0.8	-2	-5	-6	-1	-1	-4	-10	0.8
Cc1cc(C)n2nc(C(=O)N3CCCC(N4CCN(c5ccccc5C)CC4)C3)cc2n1 (stereo not drawn)	-1	0.8	5	0	4	-4	-2	-44	-9	1.0
SMILES	Tn6 DDE FP	proKLK7 act	ARFGAP1 inhibitor	GC-A act	GC-B act	ASAP1 inh	sPLA2-III inh	ADAM10 inh	rCAG binder	GAA850 FXN act
O=S(=O)(CC(O)COc1ccc(Br)cc1)c1ccccc1 (stereo not drawn)	8	0.2	-17	0	0	-7	-1	2	-2	-1.2
Cc1[nH]c2ccc(F)cc2c1CCN(Cc1ccncc1)C(=S)Nc1ccc(F)cc1	2	0.2	4	-13	-12	6	-3	18	14	-2.8
CCN1C(=O)[C@H]2[C@@H](c3ccc(-c4ccc(F)cc4)c(OC)c3)N[C@@](Cc3ccccc3)(C(=O)OC)[C@H]2C1=O	2	-0.8	-3	-1	-2	-3	-2	-17	6	-1.6
O=C(COC(=O)CCNS(=O)(=O)c1cccs1)Nc1cc(C(F)(F)F)ccc1Cl	2	-0.2	2	-4	-1	2	2	-10	0	2.7
CCC(C)(CC(=O)N(C)CCC#N)c1ccccc1 (stereo not drawn)	3	0.3	-1	-4	-5	-15	-5	-1	-4	3.1
COc1ccc(NC(=O)C[C@H]2C(=O)N(c3ccc(Br)cc3)C[C@@H]2C)cc1	4	-0.1	-9	0	0	8	2	-9	1	0.4
COc1ccc(NC(=O)C(=O)N/N=C/c2cccnc2)c(OC)c1	16*	-0.1	13	0	0	-3	20*	-2	-4	0.8
CCCCN1C2=NCCCN2c2cc(C)c(C)cc21	0	-0.4	-1	-19	-14	8	5	-1	12	-2.6
COc1cc(C(=O)NCCNC(=O)c2cc(OC)c(C)c(OC)c2)cc(OC)c1C	-5	-0.1	3	-15	-1	2	8	-8	10	1.3
Cc1[nH]c2ccccc2c1C(=O)CSc1ccc(F)cc1	-5	0.5	-9	-1	-7	11	-14	8	7	-2.9
COc1ccc(Cl)cc1-c1nc(SCC(=O)NC2CCS(=O)(=O)C2)n[nH]1 (stereo not drawn)	-9	-0.2	8	2	-1	13	15	-13	0	1.0
CC1=C(c2ccccc2)SC2=NCCN21	8	0.1	-5	1	-2	-6	-9	-3	2	-0.3
NC(=S)N/N=C/c1coc2ccc(Br)cc2c1=O	-6	0.3	9	-12	-10	13	-10	-10	4	-0.4
Cc1cc(OCc2cc(C(=O)N(C)Cc3nonc3C)no2)cc(C)c1Cl	-5	-0.2	15	7	-3	10	-29	28*	1	0.5
CCCCNC(=O)C1CC(=O)N(CCc2ccc(C)cc2)C1 (stereo not drawn)	1	0.7	1	-3	4	16	3	4	-2	0.9
CC1(C)C2CCC1(CS(=O)(=O)N1CCN(c3ccccc3F)CC1)C(=O)C2 (stereo not drawn)	-6	0.1	18	4	5	8	2	-7	-7	-0.5
CC(CCc1ccccc1)NC(=O)COC(=O)C12CC3CC(CC(Br)(C3)C1)C2 (stereo not drawn)	1	-0.4	3	1	-3	11	-5	-5	-5	-0.6
Cc1cc(C)n(CCC(=O)N/N=C/c2cccc([N+](=O)[O-])c2)n1	0	0.1	1	2	-3	8	6	-4	-4	-0.3
CC(/C=N/NC(=O)Cc1cccs1)=C\c1ccccc1	6	-0.2	1	1	0	-6	-11	0	0	6.4
O=C1CN=C(Nc2ccccc2Cl)N1c1ccccc1	5	-0.4	1	3	6	-13	-6	8	2	-0.6
COCc1cc(C)nc(NC2CCCCC2)c1C#N	-6	-1.4	0	3	3	-11	3	-252	-6	1.3
COc1cccc(/C=C2/CN(C)CC3=C2OC(N)=C(C#N)C3c2cccc(OC)c2)c1 (stereo not drawn)	8	-1.9	6	-4	5	2	-21	-11	1	-1.5
CCOc1ccc(N(C(C)C(=O)N2CCOCC2)S(C)(=O)=O)cc1 (stereo not drawn)	-3	0.7	1	3	2	-2	-1	-1	1	0.1
Cc1ccc(NC(=O)CSc2nnc(-c3cc(C)[nH]n3)n2N)c(C)c1	-2	-0.3	3	4	4	4	6	-9	1	1.0
Cc1ccc(NC(=O)c2ccc(Nc3ccccc3F)nc2)cc1	-3	0.0	2	6	0	11	-2	-9	1	2.7
SMILES	Tn6 DDE FP	proKLK7 act	ARFGAP1 inhibitor	GC-A act	GC-B act	ASAP1 inh	sPLA2-III inh	ADAM10 inh	rCAG binder	GAA850 FXN act
COc1cc(Br)cc(C2C3=C(CCCC3=O)N(c3ccc(F)cc3)C3=C2C(=O)CCC3)c1O	4	0.3	-7	-11	-7	-8	-7	-2	1	-1.1
COc1ccc(NC(=O)C2(C)CCN2CC2CCCCC2)cc1OC (stereo not drawn)	0	-0.5	2	10	8	2	8	-10	-3	4.6
C=CCn1c(=O)c2ccc(C(=O)NCc3ccccc3)cc2n(Cc2ccc(C)cc2)c1=O	-2	-0.5	13	23	35	11	-1	-3	3	-1.3
Cc1cccc(N2CCN(C(=O)C(Cc3ccccc3)n3cccc3)CC2)c1C (stereo not drawn)	-1	-0.3	3	6	1	1	-11	6	2	-2.4
Cc1cc(C)cc(NC(=O)Cn2nnc(C(=O)NCc3cccs3)c2N)c1	9	-0.5	-1	7	4	-14	0	-5	2	-2.0
CCOC(=O)c1c(C)[nH]c(C)c1S(=O)(=O)NCCc1ccco1	4	1.4	-2	-3	3	3	-2	3	5	0.2
CCOC(=O)c1cnc(SCC(=O)Nc2ccc3c(c2)OCCO3)nc1N	-6	-0.6	3	-1	5	7	3	-9	-2	-0.5
CC(=O)N1CCN=C1SCc1ccc(Cl)cc1	4	-0.1	3	3	1	2	0	3	2	-2.1
CC(C)C(Sc1nc(-c2ccccc2)cc(-c2ccccc2)c1C#N)C(=O)O (stereo not drawn)	4	0.5	-18	-5	-6	1	-32	1	83*	6.3
O=C(NC(Cc1ccccc1)C(=O)O)/C(=C\c1ccco1)NC(=O)c1ccccc1Br (stereo not drawn)	2	0.2	3	2	0	7	-14	-13	22	1.4
Cc1cccc(N2CCN(C(=O)c3ccccc3NC(=O)C3=CSCCO3)CC2C)c1 (stereo not drawn)	-8	-0.3	-2	-9	3	4	-2	6	-2	-0.7
CCOc1ccc(NC(=O)C2CC(=O)N(C)C(=Nc3ccc4c(c3)OCO4)S2)cc1 (stereo not drawn)	-6	0.4	-2	-1	2	-6	-6	-7	-2	-0.8
CCN(CC)CCCC(C)NC1=NCCCCC1 (stereo not drawn)	5	-0.4	10	1	4	8	8	-6	-2	-0.7
Cc1cc2oc(=O)cc(CSc3nc(N)cc(N)n3)c2cc1C(C)C	9	0.3	-17	-7	-9	-1	-19	3	2	1.6
